# Screens deposited in PubChem by Sanford-Burnham Center for Chemical Genomics.
# MKP-3 inhibition: inhibition of rat DUSP6 enzyme activity – biochemical, in vitro, primary screen (AID 425) | recombinant MKP-3 phosphatase activity, fluorescence; higher % means a stronger effect | one-dose inhibition, % at 20 µM; IC50 in µM for titrated hits | 0.17% of 110,000 active; in the data active = inhibition above about 50%;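 note: plate controls were vehicle for no effect and reference inhibitor for full effect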
# Hsp70 displacement: Hsp70 inhibitors, probe displacement, primary screen, biochemical, fluorescence polarization (AID 583); 0.06% of 140,000 active; displacement, % at 20 µM; hits with a dose series show IC50 in µM; Hsp70 fluorescence polarization probe displacement, mP; higher % means a stronger effect; in the data active = displacement above about 50%;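 note: plate controls were vehicle for no effect and reference ligand for full effect; a part of the inactive calls stands beside numbers as strong as those of hits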
# * marks the source's active call; other numbers are inactive results; / = not tested or not shown; & = joins results of further samples. A portion of the library; rates above refer to the full screens.
canonical_smiles	MKP-3 inhibition	Hsp70 displacement
Cc1ccc(OCc2nnc(NC(=O)OCC(C)C)s2)cc1	/	-4.0%
COc1ccc(C2(O)CCN(Cc3nnnn3Cc3ccc(C)cc3)CC2)cc1	-0.7%	-1.9%
CCSc1nc(N)c(C#N)c(-c2ccccc2Cl)c1C#N	-5.5%	3.2%
O=C(O)c1ccc(NC(=S)N/C(=N/S(=O)(=O)c2ccc(Cl)cc2)c2ccccc2)cc1	-4.7%	5.7%
CCc1nnc(SCC(=O)NC2CCCC2)nc1CC	/	-3.2%
Cc1nc2c(C(=O)NCc3ccccc3)c[nH]n2c(=O)c1Cl	3.1%	4.1%
COCC(=O)NC(c1ccccc1)c1ccccc1	-0.6%	-3.1%
O=C(CNc1n[nH]c(=O)[nH]c1=O)N/N=C/c1ccc(C(F)(F)F)cc1	-0.5%	0.9%
O=C(Nc1ccccc1C(=O)Nc1ccc(Br)cn1)c1ccccc1Cl	3.7%	-1.3%
CC(C)COC(=O)NCCOC(=O)Nc1cccc(Cl)c1	3.1%	4.4%
COc1ccc(-c2nc3nc(C)cc(C)n3n2)cc1	-4.2%	4.2%
Cc1c(Cl)cccc1NC(=O)c1ccc(Br)o1	3.7%	-0.3%
COCCCNC(=O)CC(NS(=O)(=O)c1ccc(C)cc1)c1ccc(OC)cc1 (configuration not stated)	/	1.5%
CCN(CC)C(=O)C1CC(c2ccc(OC)cc2)=NO1 (configuration not stated)	1.5%	-3.6%
Cc1cc(C)n(C(=O)CN2C(=O)CCC2=O)n1	-0.3%	-0.6%
CCOC(=O)N1CCN(S(=O)(=O)c2ccc(OCC(=O)OC)c(Cl)c2)CC1	/	1.2%
COc1ccc2c(c1)c(C(=O)OCCN(C)C)c(C)n2C	-1.8%	0.3%
COc1cccc(C2c3c(-c4ccccc4)n[nH]c3C(=O)N2c2ccccc2)c1 (configuration not stated)	-3.9%	0.6%
O=C1NC(c2ccc([N+](=O)[O-])cc2)Nc2c1sc(=S)n2-c1ccccc1 (configuration not stated)	0.7%	5.3%
COc1ccc(-c2csc(N(CC3CCCO3)C(=O)c3cccs3)n2)cc1 (configuration not stated)	0.0%	5.2%
c1ccc(C2=Nc3ccccc3OC2)cc1	/	-0.3%
Cc1ccc(-c2cc3nc(C)c(Cl)c(=O)n3[nH]2)cc1	-1.5%	2.7%
COC(=O)c1cc(Br)c(C)c(NC(C)=O)c1[N+](=O)[O-]	-1.7%	-2.8%
COc1cc(C=C2C(=O)N(c3ccc(C)cc3)C(=S)N(c3ccc(C)cc3)C2=O)ccc1O	5.5%	-0.6%
O=C(CN(CCc1ccccc1)S(=O)(=O)c1ccc(Cl)cc1)NCc1ccccn1	2.9%	3.0%
CCc1cc2c(=O)[nH]c(N3CCOCC3)nc2s1	/	2.4%
CN(C)CCNc1nc2c(c(=O)[nH]c(=O)n2C)n1CC(O)COc1ccc(Cl)cc1 (configuration not stated)	-12.0%	1.4%
COc1ccc(CN2CCN(S(=O)(=O)c3ccccc3)CC2)cc1OC	-0.3%	-1.0%
Cc1cc(C)cc(C(=O)N2CC(=O)Nc3ccccc32)c1	/	8.7%
O=C(CNC(=S)N(Cc1ccc(F)cc1)C1CCCCC1)NC1CC1	/	-5.5%
CCOC(=O)C1CCN(S(=O)(=O)c2ccc(C(=O)OC)cc2)CC1	1.1%	8.4%
Clc1ccc(CSc2nnc(-c3ccccc3)o2)c(Cl)c1	0.0%	-1.6%
CCOc1cccc(N2C(=O)CC(N3CCN(C)CC3)C2=O)c1 (configuration not stated)	2.9%	0.3%
COc1ccc(C)cc1NC(=O)C1CCCN(S(=O)(=O)c2c(C)noc2/C=C/N(C)C)C1 (configuration not stated)	-7.3%	2.6%
CCN(CC)C(C(=O)Nc1ccc(C(C)C)cc1)c1ccc2c(c1)OCO2 (configuration not stated)	/	3.3%
Nc1nnc2c(n1)CCCC2	11.7%	0.3%
COCC(=O)N(CCc1ccc(OC)c(OC)c1)Cc1nc2ccccc2c(=O)[nH]1	2.7%	2.5%
Cc1cccc(NC(=O)CSc2nc3ccc(N4C(=O)c5ccccc5C4=O)cc3s2)c1C	4.1%	-3.2%
COCCN1Cc2cccc(C(=O)Nc3ccc4c(c3)OCCO4)c2C1=O	-2.3%	-2.4%
CC(C)(CNC(=O)c1cc2ccccc2o1)N1CCOCC1	-5.6%	-5.0%
Cc1c(C)n(C)c2ccc(C(=O)NCc3cccs3)cc12	2.7%	-2.4%
COc1cc(NC(=O)COc2ccccc2C)cc([N+](=O)[O-])c1	1.5%	-1.7%
Cc1csc2nc(CSc3nc4ccccc4o3)cn12	14.4%	-1.8%
O=c1c2[nH]c3ccccc3c2ncn1CCCn1ccnc1	0.0%	-4.0%
Cc1cc(/C=C2\C(=O)NC(=O)N(c3ccccc3F)C2=O)c(C)n1-c1cccc([N+](=O)[O-])c1	2.6%	1.2%
CC(C)CCn1c(=O)c2ccccc2n2c(CN3C(=O)NC4(CCC(C)CC4)C3=O)nnc12 (configuration not stated)	-5.1%	3.8%
COc1ccc(NC(=O)/C(=C\c2cccc([N+](=O)[O-])c2)NC(=O)c2cccs2)cc1	3.7%	-0.8%
NC(=O)c1ccc(Cl)c(S(=O)(=O)N2CCOCC2)c1	-2.4%	1.2%
COc1ccc(C2CC(=O)C3=C(C2)Nc2ccccc2NC3c2ccc3ccccc3c2)cc1 (configuration not stated)	6.8%	-5.5%
Cc1ccc(O)c(NC(=O)C2CC(c3c(F)cccc3Cl)=NO2)c1 (configuration not stated)	4.2%	6.2%

# Continued:
canonical_smiles	MKP-3 inhibition	Hsp70 displacement
COc1ccc(C2=NN(C(=O)CCC(=O)O)C(c3cccc([N+](=O)[O-])c3)C2)cc1 (configuration not stated)	2.0%	-2.9%
Nc1ccc(C23CC4CC(CC(CO)(C4)C2)C3)cc1	/	1.0%
NS(=O)(=O)c1ccc(NC(=O)c2ccccc2C(=O)O)cc1	-2.4%	2.3%
CC1=C(C(=O)OC(C)C)C(c2ccc(C)c([N+](=O)[O-])c2)C2=C(CCCC2=O)N1 (configuration not stated)	2.2%	-5.0%
Cc1ccc2oc(-c3ccc(NC(=O)c4cccs4)cc3)nc2c1	2.7%	-2.0%
COc1cccc(C(=O)N2CCN(C3CCCCC3OC)CC2)c1 (configuration not stated)	-0.4%	-1.6%
Cn1c2ccc(Cl)cc2c2nc3ccccc3nc21	0.0%	18.5%
Cc1ccc(-c2nnc3sc(-c4ccc5c(c4)OCCO5)nn23)cc1	-7.5%	0.4%
C#CCSc1nncn1C(=O)/C=C/c1ccco1	-0.3%	4.1%
CCCC(=O)Nc1cccc(-c2nc3cc(C)c(C)cc3o2)c1	5.7%	-1.6%
COc1ccc(NC(=O)NCc2ccccn2)cc1OC	-15.8%	4.5%
COc1ccc2c(c1)c1ncn(Cc3ccco3)c(=O)c1n2C	-4.8%	-2.8%
O=c1c(-c2ccccc2)coc2cc(OCc3ccccc3Cl)ccc12	3.9%	3.6%
CCOc1cc(OCC)cc(C(=O)Nc2ccc(C(C)CC)cc2)c1 (configuration not stated)	3.3%	-3.7%
CC(O)CNCc1cccc2ccccc12 (configuration not stated)	/	-0.8%
COc1cc(OC)cc(C(=O)NCC(=O)N2CCCCC2)c1	-6.5%	0.7%
O=C(CN(Cc1ccccc1)S(=O)(=O)c1ccccc1)N/N=C/c1ccc(Cl)cc1	-1.0%	-2.6%
CCOc1ccc(C2N(c3ccc(F)cc3)C(=O)C3CCCN32)cc1 (configuration not stated)	1.6%	4.0%
COc1ccc(S(=O)(=O)N2CCC(C(=O)NCCC3=CCCCC3)CC2)cc1C	/	0.9%
Oc1ccccc1-c1cc(C(F)(F)F)nc(-c2ccccc2)n1	-2.3%	-6.0%
CSc1cccc(NC(=O)CN(c2ccc(C)cc2C)S(C)(=O)=O)c1	-5.8%	-5.7%
COc1cccc(-c2cc(C(=O)N3CCCCCC3)no2)c1	1.0%	0.2%
O=C(Nc1cccc(NC(=O)c2ccccc2Br)c1)c1cccc(Br)c1	4.1%	-1.5%
O=C1c2ccc3c4c(ccc(c24)C(=O)N1CCOc1ccccc1Cl)CC3	7.3%	4.6%
CCCn1c(SCC(=O)NCc2ccco2)nnc1C(C)C	-4.2%	5.8%

# Continuation.
# The line under a structure holds: MKP-3 inhibition, Hsp70 displacement
COc1ccccc1NC(=O)CC1C(=O)NCCN1C(=O)Nc1ccc(Cl)c(Cl)c1 (configuration not stated)
    -9.3%, 4.5%
COc1ccc(/C=C2/SC(=O)NC2=O)c2ccccc12
    6.1%, 3.9%
CCOC(=O)c1[nH]c2c(c1C)C(=O)CC(c1ccc(F)cc1)C2 (configuration not stated)
    3.3%, 1.0%
Cc1ccc(C2C(C#N)=C(N)Oc3n[nH]c(-c4ccccc4)c32)o1 (configuration not stated)
    /, -6.3%
COc1ccc(C(=O)NCCCCCC(=O)O)cc1OC
    1.3%, -4.6%
CCc1ccc(NS(=O)(=O)c2cc(OC)ccc2OC)cc1
    -0.9%, 5.7%
O=C(NCC(=O)N(CC1CCCO1)C(C(=O)NC1CCCCC1)c1ccc(F)cc1)c1ccco1 (configuration not stated)
    -2.4%, 0.6%
COc1ccc(C2=NN(c3nc(-c4ccc(OC)c(F)c4)cs3)C(c3ccc(OC)cc3)C2)cc1 (configuration not stated)
    1.0%, -1.1%
Cc1ccc(S(=O)(=O)Cc2csc(N)n2)cc1
    3.2%, 4.6%
COc1ccccc1CNC(=O)CCCn1c(=O)c2ccccc2n(CC(=O)NC2CCCC2)c1=O
    -4.1%, /
COc1ccc(-n2c(SCC(=O)NCc3cccs3)nnc2-c2ccoc2C)cc1
    -5.6%, 5.2%
CCn1nc(CC(=O)Nc2nnc(CC(=O)N3CCCC3)s2)c2ccccc2c1=O
    1.4%, 2.9%
CCC(=O)N1CC(C)C(=O)Nc2ccccc21 (configuration not stated)
    2.3%, -3.8%
CCCOC(=O)c1cccc(NC(=O)c2cccnc2)c1
    2.3%&0.8%, -2.1%&-2.6%
c1ccc2c(c1)[nH]c1nc(SCCCN3CCOCC3)nnc12
    1.4%, -2.4%
CCOC(=O)c1c(NS(C)(=O)=O)sc2c1CCC(C)C2 (configuration not stated)
    -9.4%, 1.8%
Cn1c(=O)cc(OCC(=O)NCCCN2CCN(c3cccc(Cl)c3)CC2)c2ccccc21
    3.7%, -4.0%
O=c1cc(-c2ccncc2)oc2ccccc12
    -7.9%&2.5%, 1.2%&5.1%
COC(=O)CCC(=O)Nc1cc(C)ccc1C
    0.0%, -2.9%
O=C1C(=Cc2ccc(O)c(Cl)c2)C(=O)c2ccccc21
    0.7%, -9.1%
O=C(CCCN1C(=O)c2ccccc2C1=O)NC1CCCCCC1
    /, 12.1%
CN1C(=O)COc2ccc(C(=O)c3oc4ccccc4c3-c3cnc4c(c3)COc3ccccc3-4)cc21
    /, -4.4%
Cc1occc1C(=O)Nc1cccc(C(=O)NCc2ccccc2)c1
    -6.4%, -3.7%
O=C(NC1CCS(=O)(=O)C1)/C(=C\c1ccc(Br)cc1)NC(=O)c1ccccc1 (configuration not stated)
    0.8%, 1.6%
COc1cccc(C(CC(=O)NCCN2CCOCC2)NS(=O)(=O)c2ccc(C)cc2)c1OC (configuration not stated)
    8.8%, 4.0%
CC(=O)OCC1=C(C(=O)O)N2C(=O)[C@@H](NC(=O)Cc3cccs3)[C@H]2SC1
    1.0%, /
CCCn1nc(NS(C)(=O)=O)c2cc3cccc(C)c3nc21
    -3.0%, 2.9%
CCOc1cc(/C=c2/sc3nc4ccccc4n3c2=O)ccc1OS(=O)(=O)c1ccc(C)cc1
    3.9%, -4.4%
O=C(C1CC(c2ccc(F)cc2)=NO1)N1CCCc2ccccc21 (configuration not stated)
    /, -1.3%
CCCCNCCCOc1cccc(Cl)c1
    -1.0%, 4.4%

# Structural class: those above with a cyano group (two)
# The line under a structure holds: MKP-3 inhibition, Hsp70 displacement
CCSc1nc(N)c(C#N)c(-c2ccccc2Cl)c1C#N
    -5.5%, 3.2%
Cc1ccc(C2C(C#N)=C(N)Oc3n[nH]c(-c4ccccc4)c32)o1 (configuration not stated)
    /, -6.3%

# Additional results.
# The line under a structure holds: MKP-3 inhibition, Hsp70 displacement
O=C(CSCSCC(=O)NCC1CCCO1)NCC1CCCO1 (configuration not stated)
    -0.1%, -0.8%
O=C(CN1C(=O)CCSc2ccccc21)Nc1ccccc1
    -4.6%, -0.4%
CCCc1cc(=O)n2[nH]c(C)nc2n1
    2.3%, -3.2%
COc1ccc(NC(=O)c2nc[nH]c2C(=O)Nc2ccc(OC)cc2)cc1
    0.0%, 5.7%
O=C1C2ON(c3ccc(Cl)cc3)C(c3ccc(F)cc3)C2C(=O)N1c1ccccc1 (configuration not stated)
    1.7%, 7.0%
CCOc1ccc(NC(=O)/C(C#N)=C\c2c(C)[nH]c3ccccc23)cc1
    1.6%, -3.2%
CC1CCN(C(=O)COc2ccc(-c3ccccc3)cc2)CC1
    0.9%, 2.9%
CCOC(=O)C1=C(C)N=c2s/c(=C\c3cccc([N+](=O)[O-])c3)c(=O)n2C1c1cccc(OC)c1 (configuration not stated)
    3.5%, -2.1%
O/N=C1/C2C3CC4C2/C(=N\O)C2C1C3C42 (configuration not stated)
    1.9%, 7.1%

# Given with values ahead of the structure: 5 of the compounds above
MKP-3 inhibition,Hsp70 displacement,structure
-1.7%,-2.8%,COC(=O)c1cc(Br)c(C)c(NC(C)=O)c1[N+](=O)[O-]
-0.3%,4.1%,C#CCSc1nncn1C(=O)/C=C/c1ccco1
-0.7%,-1.9%,COc1ccc(C2(O)CCN(Cc3nnnn3Cc3ccc(C)cc3)CC2)cc1
-5.6%,5.2%,COc1ccc(-n2c(SCC(=O)NCc3cccs3)nnc2-c2ccoc2C)cc1
0.0%,5.7%,COc1ccc(NC(=O)c2nc[nH]c2C(=O)Nc2ccc(OC)cc2)cc1
